# DNA Pol III inh – inhibitors of bacterial DNA polymerase III holoenzyme. reconstituted DNA polymerase III holoenzyme replication, biochemical. Potency, µM (highest dose often 57.1 µM), for inactives: at the top dose activity change, negative = inhibition. 0.25% of 71,000 active. AID 603; further: potency means the concentration at half of the fitted maximal effect; on the % scale 0 is the no-effect control and ±100 the full control effect
#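 Reconstituted *E. coli* holoenzyme (0.35 nM Pol III, 1 nM beta, 154 nM SSB, 2 nM primase) was preincubated with compound for 15 min at RT. Synthesis on 1.4 nM ssM13Gori ran 35 min, then was stopped with PicoGreen/EDTA and read as dsDNA fluorescence.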
# Casp7 inh – allosteric or competitive inhibitors of human caspase-7; P55210; recombinant caspase-7, Ac-DEVD-AFC fluorescence rate; Potency, µM (top dose mostly 57.5 µM), inactives show at the top dose activity change, negative = inhibition, usual class: inhibitors; 0.02% of 75,000 active; AID 889; active means well fitted inhibition curve with a large enough effect in the main read-out, with a control signal flat, not every such curve was filed as active; inconclusive means small, poorly fitted or top-dose-only effect, or a change in a side signal; further: potency means the concentration at half of the fitted maximal effect; % of control where 0% means no effect
# USP2a inh – inhibitors of human ubiquitin-specific protease USP2a | O75604 | USP2a enzymatic assay, qHTS inhibition | Potency, µM (doses to about 38.3 µM), inactives show at the top dose activity change, negative = inhibition, hits mostly inhibitors | 0.1% of 60,000 active;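 further: potency means the concentration at half of the fitted maximal effect; nearly all actives have a fitted effect of over 60% in size; plate controls were DMSO for no effect and NEM full inhibition control for full effect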
#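 20 nM USP2 core + cpd, 30 min RT; add 20 nM Ub-PLA2/20 uM NBD C6-HPC; read Ex460/Em535 at 0 h and 2.5 h. Normalized to NEM; qHTS curve fit/classification.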
# BRCT PPI green – BRCA1 BRCT-phosphoprotein interaction inhibition; P38398; BRCA1 BRCT-phosphopeptide binding, green fluorescence polarization; Potency, µM (doses to about 76.9 µM), without a hit: at the top dose activity change, negative = inhibition, usual class: inhibitors; 0.05% of 75,000 active; AID 875;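 further: potency means the concentration at half of the fitted maximal effect; plate controls were peptide without protein for full effect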
# Target sequence (P38398 whole entry, looked up): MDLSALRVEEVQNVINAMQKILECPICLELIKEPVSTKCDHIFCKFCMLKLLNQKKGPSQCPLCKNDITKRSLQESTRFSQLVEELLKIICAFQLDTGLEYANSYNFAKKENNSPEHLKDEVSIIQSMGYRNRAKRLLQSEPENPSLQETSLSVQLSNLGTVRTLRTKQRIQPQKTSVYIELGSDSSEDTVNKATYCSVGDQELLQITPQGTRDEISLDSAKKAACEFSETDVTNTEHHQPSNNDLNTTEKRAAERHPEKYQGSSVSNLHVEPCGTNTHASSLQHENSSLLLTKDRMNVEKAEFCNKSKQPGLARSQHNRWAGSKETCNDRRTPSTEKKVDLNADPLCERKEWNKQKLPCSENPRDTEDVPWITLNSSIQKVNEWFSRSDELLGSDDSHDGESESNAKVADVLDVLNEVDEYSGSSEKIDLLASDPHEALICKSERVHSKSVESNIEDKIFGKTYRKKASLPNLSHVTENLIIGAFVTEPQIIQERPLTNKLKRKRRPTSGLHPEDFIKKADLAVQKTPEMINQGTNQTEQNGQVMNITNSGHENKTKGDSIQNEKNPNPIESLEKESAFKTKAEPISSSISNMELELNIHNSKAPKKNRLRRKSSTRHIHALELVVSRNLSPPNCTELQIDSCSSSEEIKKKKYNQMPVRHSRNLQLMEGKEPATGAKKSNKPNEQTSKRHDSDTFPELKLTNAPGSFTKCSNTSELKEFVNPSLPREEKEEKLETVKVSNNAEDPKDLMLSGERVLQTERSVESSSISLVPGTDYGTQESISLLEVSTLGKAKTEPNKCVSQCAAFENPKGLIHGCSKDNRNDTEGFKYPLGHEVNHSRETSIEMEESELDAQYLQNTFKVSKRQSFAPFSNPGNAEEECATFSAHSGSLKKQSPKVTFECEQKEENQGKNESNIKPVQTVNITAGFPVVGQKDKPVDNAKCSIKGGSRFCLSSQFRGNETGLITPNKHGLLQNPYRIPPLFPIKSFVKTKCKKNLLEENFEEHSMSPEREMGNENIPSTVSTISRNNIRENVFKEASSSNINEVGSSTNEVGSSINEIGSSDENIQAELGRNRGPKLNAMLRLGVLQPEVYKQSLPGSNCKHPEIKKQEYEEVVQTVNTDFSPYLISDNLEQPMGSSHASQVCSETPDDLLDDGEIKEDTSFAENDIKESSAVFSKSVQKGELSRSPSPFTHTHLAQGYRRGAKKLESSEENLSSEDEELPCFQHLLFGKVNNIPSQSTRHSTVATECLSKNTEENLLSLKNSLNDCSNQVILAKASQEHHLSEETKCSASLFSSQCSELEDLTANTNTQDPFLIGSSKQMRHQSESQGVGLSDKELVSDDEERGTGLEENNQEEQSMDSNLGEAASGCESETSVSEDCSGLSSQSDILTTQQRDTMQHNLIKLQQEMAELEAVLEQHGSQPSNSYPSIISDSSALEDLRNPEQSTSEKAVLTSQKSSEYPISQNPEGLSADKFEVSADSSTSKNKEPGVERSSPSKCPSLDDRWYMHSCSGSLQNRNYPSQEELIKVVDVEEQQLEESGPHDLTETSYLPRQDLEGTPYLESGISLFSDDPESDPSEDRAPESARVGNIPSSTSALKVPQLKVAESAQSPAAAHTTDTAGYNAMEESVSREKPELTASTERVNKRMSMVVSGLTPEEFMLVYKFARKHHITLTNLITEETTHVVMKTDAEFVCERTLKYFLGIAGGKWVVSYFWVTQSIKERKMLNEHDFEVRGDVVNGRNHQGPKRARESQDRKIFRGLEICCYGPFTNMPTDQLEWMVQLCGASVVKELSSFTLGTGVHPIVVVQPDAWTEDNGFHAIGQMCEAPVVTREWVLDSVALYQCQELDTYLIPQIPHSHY
#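 Compounds were incubated for 12 min at room temperature with a complex of 100 nM fluorescein-tagged pBACH1 decapeptide and 250 nM His-tagged BRCT protein. Buffer was phosphate pH 7.3 with EDTA, DTT and Tween 20. Disruption of binding lowers the polarization signal.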
# Caspase-1 inhib – blocks human caspase-1 allosterically or competitively; P29466; Caspase-1 enzyme, Ac-WEHD-AFC fluorogenic rate; Potency, µM (top dose mostly 57.5 µM), for inactives: at the highest dose activity change, negative = inhibition, usual class: inhibitors; 0.03% of 75,000 active;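 further: potency means the concentration at half of the fitted maximal effect; plate controls were vehicle for no effect and no substrate for full effect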
# 15-hLO inh – blocks human 15-lipoxygenase activity. purified 15hLO-1, xylenol orange hydroperoxide absorbance. Potency, µM (series often up to 57.1 µM), for the others: top-dose activity change, negative = inhibition, usual class: inhibitors. 1.4% of 74,000 active. AID 887; further: potency means the concentration at half of the fitted maximal effect; on the % scale 0 is the no-effect control and ±100 the full control effect; nearly all actives have a fitted effect of over 55% in size
#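 Purified human 15hLO-1 (40 nM) in 25 mM Hepes pH 7.5, 0.01% Triton X-100, preincubated 15 min RT with compound, then 50 uM arachidonic acid for 6 min. Hydroperoxide read by ferrous/xylenol orange, 30 min; 573/405 nm absorbance ratio gave progress.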
# HEK293 cAMP cs – raises cAMP in parental HEK293 cells, TSHR agonist counter-screen | parental HEK293 CNG cAMP sensor, membrane potential fluorescence | 2.5% of 73,000 active | Potency, µM (doses to about 57.1 µM), for the others: at the highest dose activation, most hits filed as activators; further: potency means the concentration at half of the fitted maximal effect; % of control where 0% means no effect; nearly all actives have a fitted effect of over 55% in size
#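 Counterscreen for endogenous-receptor signalling: CNG-channel HEK 293 cells report cAMP rise by membrane depolarization. After 60 min dye equilibration with 100 uM RO 20-1724, compounds incubated 30 min before bottom-read fluorescence at 590 nm.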
# HADH2 inh – inhibitors of human HADH2 dehydrogenase; Potency, µM (titrated, usually from 57.1 µM), for the others: top-dose activity change, negative = inhibition, most hits filed as inhibitors; 3.4% of 73,000 active; Q99714; recombinant HADH2, NADH fluorescence, beta-hydroxybutyryl-CoA; AID 886; further: potency means the concentration at half of the fitted maximal effect; on the % scale 0 is the no-effect control and ±100 the full control effect; nearly all actives have a fitted effect of over 60% in size; many of its hits are not listed in these tables
#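 NADH fluorescence (ex 360/em 450 nm) read every 30 s for 4 min; activity taken as last-minus-first time point difference. Enzyme 20 nM, NAD+ 1 mM, beta-hydroxybutyryl-CoA 90 uM, pH 9.0 Tris buffer.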
# BRCT inh red – BRCT-phosphoprotein interaction inhibition (red fluorophore). 0.03% of 75,000 active. Potency, µM (doses to about 76.9 µM), for inactives: top-dose activity change, negative = inhibition, usual class: inhibitors. P38398. BRCT-phosphopeptide binding, red fluorescence polarization; further: on the % scale 0 is the no-effect control and ±100 the full control effect
#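 Fluorescence polarization: 100 nM His-tagged BRCA1 BRCT with 100 nM TAMRA-labelled phospho-BACH1 decapeptide, phosphate buffer pH 7.3 with 150 mM NaCl, DTT, 0.01% Tween 20; 12 min RT. Binding inhibition seen as FP decrease.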
# Rhodamine fluor – compound fluoresces in the rhodamine spectral region. max dye-equivalent concentration, M. Rhodamine-region fluorescence, 547/598 nm, Tris buffer; hits give high values. 0.05% of 59,000 active; in the data active means max dye-equivalent concentration above about 11 nM; inconclusive means between about 1.1 nM and that limit
#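 A six-point rhodamine series on each plate calibrates the signal. Compounds sit in 100 mM Tris (pH 8.0) for 15 min at ambient temperature before imaging through 547 nm/598 nm filters.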
# Tau fil binding – tau filament binding; P10636; recombinant tau filaments, thioflavin S fluorescence, 15 h; filaments grown with octadecylsulfate alongside compound; Potency, µM (titrated, usually from 57.1 µM), for the others: top-dose activity change, negative = inhibition; 2% of 71,000 active; AID 596;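 further: potency means the concentration at half of the fitted maximal effect; on the % scale 0 is the no-effect control and ±100 the full control effect; actives lower thioflavin S fluorescence by blocking filaments or displacing dye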
#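 Assay mix: 1 uM His-tagged tau, 30 uM sodium octadecylsulfate, thioflavine S dye in HEPES/NaCl/DTT buffer. Compound is added prior to the inducer. Fluorescence after 15 h at 37 C.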
# Active calls of the source: *; i = inactive; ? = inconclusive; nt = not tested or not shown; & = joins results of further samples; [ ] = dose if it differs, or a comment. Unless noted, the call rests on the fitted dose curve; in most records, active means well fitted curve in the direction sought with a large enough effect; inconclusive means small, poorly fitted or top-dose-only effect, or another doubt; inactive means no such curve, though single readings can be large; an effect the other way counts as inactive or inconclusive. Some of the compounds tested; rates above refer to the full screens.
canonical_smiles	DNA Pol III inh	Casp7 inh	USP2a inh	BRCT PPI green	Caspase-1 inhib	15-hLO inh	HEK293 cAMP cs	HADH2 inh	BRCT inh red	Rhodamine fluor	Tau fil binding
Cc1[nH]nc2c1C1(CCC3(CC1)OCCO3)C(C#N)=C(N)O2	-3.4%	2.0%	-6.9%	0.9%	1.5%	6.5%	1.2%	-3.0%	-1.9%	i	4.0%
Cc1ccc2cc3cc(C(=O)NCCC(C)C)oc3nc2c1	-2.3%	-0.2%	9.7%	2.4%	2.0%	-0.6%	4.8%	?	-1.2%	i	17.7%
O=C1c2ccccc2C(=O)C1c1ccccc1	-7.7%[25.6 µM]	-0.1%	12.7%	0.7%[3.08 µM]	-0.2%	-21.9%	4.4%[25.6 µM]	5.6%[25.6 µM]	0.5%	i	5.9%[25.6 µM]
O=C(CSc1ncc(-c2ccccc2)n1CC1CCCO1)N1CCCCC1 (stereo not drawn)	-1.3%	-0.7%	12.8%	-3.0%	1.2%	5.4%	2.7%	3.0%	-0.2%	i	-0.4%
N[C@@H](CCCCO)C(=O)O	-9.1%[11.4 µM]	-0.1%[11.5 µM]	nt	-0.9%[15.4 µM]	-1.8%[11.5 µM]	0.6%[11.4 µM]	-2.2%[11.4 µM]	5.8%[11.4 µM]	0.9%[15.4 µM]	i	0.5%[11.4 µM]
O=C(c1csnn1)N1CCC2(CCCN(c3ccncc3)C2)CC1	-5.1%	1.5%	7.7%	-1.4%	-6.2%	11.7%	-1.6%	-15.2%	-0.8%	i	6.6%
Cn1c(CCCNC(=O)c2cccs2)nc2ccccc21	3.4%	0.1%	-2.3%	-1.7%	-0.3%	8.3%	?	5.7%	-0.1%	i	-12.7%
O=C(CC(c1ccccc1)c1cc(Br)ccc1O)NCCN1CCOCC1 (stereo not drawn)	0.3%	0.3%	11.2%	0.7%	2.0%	-2.4%	-2.9%	7.9%	-1.6%	i	-17.9%
CN(CCC#N)c1ncnc2scc(-c3ccccc3)c12	3.1%	-2.6%	-20.4%	1.0%	1.7%	-21.9%	?	-1.5%	0.3%	i	-17.5%
CCOc1c(Cl)cc(C(=O)NCCN2CCCCC2)cc1Cl	-4.9%	0.0%	10.3%	-1.0%	1.0%	-2.8%	16.8%	12.1%	0.4%	i	?
COC(=O)CSc1cc(SCC(=O)OC)c(C#N)c(SCC(=O)OC)c1	0.5%	-1.5%	-8.4%	0.4%	-6.4%	-15.6%	6.7%	?	-1.0%	i	-12.0%
Cc1ccc(NC(=O)CS(=O)CC(=O)NC(C)CCc2ccco2)cc1Cl (stereo not drawn)	-3.4%	-0.9%	48.6%[activator]	1.6%	-0.2%	-2.7%	1.9%	-2.1%	-2.1%	i	-11.6%

# Record cards (already shown). Order of screens: DNA Pol III inh	Casp7 inh	USP2a inh	BRCT PPI green	Caspase-1 inhib	15-hLO inh	HEK293 cAMP cs	HADH2 inh	BRCT inh red	Rhodamine fluor	Tau fil binding
# Record of Cc1ccc(NC(=O)CS(=O)CC(=O)NC(C)CCc2ccco2)cc1Cl (stereo not drawn) = -3.4%	-0.9%	48.6%[activator]	1.6%	-0.2%	-2.7%	1.9%	-2.1%	-2.1%	i	-11.6%
# Record of O=C1c2ccccc2C(=O)C1c1ccccc1 = -7.7%[25.6 µM]	-0.1%	12.7%	0.7%[3.08 µM]	-0.2%	-21.9%	4.4%[25.6 µM]	5.6%[25.6 µM]	0.5%	i	5.9%[25.6 µM]

# (more compounds)
canonical_smiles	DNA Pol III inh	Casp7 inh	USP2a inh	BRCT PPI green	Caspase-1 inhib	15-hLO inh	HEK293 cAMP cs	HADH2 inh	BRCT inh red	Rhodamine fluor	Tau fil binding
CC1(C)Cc2nc3oc4c(=S)nc[nH]c4c3cc2CO1	-8.9%	-0.4%	-2.8%	-1.5%	-0.8%	-27.1%	-1.8%	?	1.3%	i	-6.6%
Cc1ccc(CNc2ncc(-c3ccc4c(c3)OCO4)n2C)cc1	-4.8%	0.1%	4.5%	-1.2%	1.8%	-26.2%	-87.1%[inhibitor]	?	1.0%	i	10.9%
CCCCCCC(c1c(C)n(C)n(-c2ccccc2)c1=O)c1c(C)n(C)n(-c2ccccc2)c1=O	-5.4%	1.0%	10.8%	0.0%	-2.6%	-8.7%	23.4%	-0.7%	0.0%	i	-14.5%
O=C1NC(c2cccc([N+](=O)[O-])c2)=CCN1c1ccccc1O	-5.1%&-7.1%	1.5%	1.4%	-1.7%	2.1%	-10.9%[25.6 µM]	-14.8%&14.5%	6.6%&9.8%	-1.7%	i	-18.7%&-12.2%
CC(Oc1ccc(Cl)cc1Cl)C(=O)NCc1ccncc1 (stereo not drawn)	-4.0%	-0.6%	9.6%	0.3%	-1.2%	7.4%	16.4%	6.4%	0.0%	nt	3.4%
CCOC(=O)Cc1cnc(NC(=O)NC(C(=O)OCC)(c2ccccc2)C(F)(F)F)s1 (stereo not drawn)	-5.3%	-1.0%	-3.1%	-4.1%	-2.2%	-14.1%	10.1%	3.4%	-2.7%	i	-13.0%
COc1ccc2nc(COC(=O)c3ccco3)c(C(C)=O)[n+]([O-])c2c1	-9.6%	-1.1%	-5.0%	-1.0%	0.3%	-1.4%	0.9%	-21.7%	-0.8%	i	14.3%
CN1CCN(C(=O)CC23CC4CC(CC(C4)C2)C3)CC1	13.5%	0.1%	0.7%	-0.2%	-0.2%	1.4%	4.6%	12.3%	-1.5%	i	-12.3%
CCOC(=O)c1c(C)c(C(=O)Nc2cc(OC)ccc2OC)c(C)n1CC	-5.0%	-1.2%	-7.6%	-0.4%	-1.3%	-5.4%	19.2%	4.8%	0.0%	i	-7.5%
O=C(CCCCn1c(=O)c2ccccc2n(CC(=O)Nc2ccccc2)c1=O)NCc1ccco1	-5.8%	0.2%	-24.5%	-1.0%	1.4%	-4.0%	16.8%	-0.6%	-0.3%	i	317.1%
Cn1cc(Cl)c(C(=O)NC2CCCC2)n1	2.7%	-1.1%	nt	-1.3%	-0.5%	-8.1%	?	-7.4%	-0.2%	nt	-7.7%
COc1ccc(C(=O)NC2(C(F)(F)F)N=C3SCCN3C2=O)cc1 (stereo not drawn)	-6.1%	-0.4%	-0.4%	-4.9%	-2.1%	7.0%	6.0%	-0.2%	0.3%	i	-3.2%
Nn1c(COc2ccccc2)nnc1SCC(=O)O	-0.9%	0.3%	-2.5%	0.3%	3.1%	1.3%	-8.9%	-2.1%	-1.0%	i	-0.3%
CCCn1nnc(NC(=O)c2ccc(OCC)c(Cl)c2)n1	-3.0%	-0.8%	4.1%	-4.2%	0.8%	3.6%	-5.4%	15.3%	-0.5%	i	13.6%
O=C(COc1ccc(Cl)cc1)NCc1nnc(SCC(=O)NCCc2ccccc2)o1	0.7%	-2.6%	-13.6%	-2.4%	0.6%	1.5%	6.3%	4.3%	-0.2%	i	72.8%
CC(=O)Nc1ccc(S(=O)(=O)NCCNC(=O)c2ccccc2F)cc1	-1.4%	3.8%	-4.4%	-1.5%	-0.4%	10.0%	11.8%	-1.9%	-0.9%	i	-0.4%
Cc1ccc(CNc2nc3ccccc3n3nnnc23)cc1	-4.8%	-5.0%	17.2%	-6.3%	-5.2%	6.8%	14.7%	-2.2%	-0.2%	i	61.2%
Fc1cc(F)c2nc(N3CCOCC3)sc2c1	-1.2%	0.5%	7.7%	-5.8%	1.3%	5.2%	7.7%	10.8%	-3.4%	i	6.6%
CCN(CC)C(=O)COc1ccc2oc(C)c(C(=O)OC)c2c1	-1.9%	-2.2%	-4.1%	4.2%	0.1%	1.4%	12.1%	8.4%	1.2%	i	1.9%
O=C(NCc1cccnc1)C1c2ccccc2C(=O)N1C1CCCC1 (stereo not drawn)	-9.0%	-0.9%	nt	-1.6%	2.5%	-0.8%	8.1%	1.8%	0.6%	nt	2.2%
O=C(Nc1cc(N2CCOCC2)ncn1)c1ccccc1	-3.4%	8.7%	-7.8%	0.4%	1.2%	5.7%	1.2%	4.2%	-0.5%	i	6.4%
CCOc1cc(C(=O)N(C)Cc2cc3cc(OC)ccc3[nH]c2=O)cc(OCC)c1OCC	-4.4%	-0.6%	13.5%	-2.0%	-0.9%	2.8%	-2.2%	8.6%	0.0%	i	4.1%
CN(C)CCCNc1oc(-c2cccc(Cl)c2)nc1C#N	-6.2%	1.0%	0.6%	-2.9%	-1.2%	0.1%	8.5%	25.1µM*	-0.4%	i	-22.5%
Cc1nc2nc(-c3ccccc3)[nH]n2c(=O)c1Cc1ccccc1	-6.6%	-0.1%	-5.7%	-1.4%	-0.6%	-9.0%	3.6%	-12.3%	-1.2%	i	19.4%
Cc1cccc2cccnc12	-1.2%	-2.1%	nt	-0.1%	-2.4%	-3.6%	21.9%	-5.9%	0.0%	nt	10.9%
